SMN2 splice up: enhancers of SMN2 splice variant expression; 2.8% of 210,000 active; Potency, µM (doses to about 46.1 µM), for the others: at the top dose activity change, positive = activation, most hits filed as activators; HEK293 SMN2-luciferase splicing reporter, luminescence, 30-36 h; further: % of control where 0% means no effect; nearly all actives have a fitted effect of over 55% in size
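HEK293 cells carry an SMN2 minigene-luciferase reporter in which exon 7 inclusion puts luciferase in frame. Cells were seeded at 2000 cells/well, attached for 10-12 hours, then exposed to compounds for 30-36 hours at 37C before ONE-Glo luminescence.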
ALDH1A1 inh: ALDH1A1 (human) enzyme inhibition; Purified ALDH1A1, NADH fluorescence, propionaldehyde substrate; Potency, µM (doses to about 75.3 µM), without a hit: at the top dose activity, negative = inhibition, most hits filed as inhibitors; 7.3% of 220,000 active; active means well fitted inhibition curve with a large enough effect, not every such curve was filed as active; inconclusive means small, poorly fitted or top-dose-only effect, or another doubt; inactive means no such curve, though single readings can be large or run the other way;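 further: plate controls were no enzyme wells and a reference inhibitor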
Target sequence (P00352 whole entry, looked up): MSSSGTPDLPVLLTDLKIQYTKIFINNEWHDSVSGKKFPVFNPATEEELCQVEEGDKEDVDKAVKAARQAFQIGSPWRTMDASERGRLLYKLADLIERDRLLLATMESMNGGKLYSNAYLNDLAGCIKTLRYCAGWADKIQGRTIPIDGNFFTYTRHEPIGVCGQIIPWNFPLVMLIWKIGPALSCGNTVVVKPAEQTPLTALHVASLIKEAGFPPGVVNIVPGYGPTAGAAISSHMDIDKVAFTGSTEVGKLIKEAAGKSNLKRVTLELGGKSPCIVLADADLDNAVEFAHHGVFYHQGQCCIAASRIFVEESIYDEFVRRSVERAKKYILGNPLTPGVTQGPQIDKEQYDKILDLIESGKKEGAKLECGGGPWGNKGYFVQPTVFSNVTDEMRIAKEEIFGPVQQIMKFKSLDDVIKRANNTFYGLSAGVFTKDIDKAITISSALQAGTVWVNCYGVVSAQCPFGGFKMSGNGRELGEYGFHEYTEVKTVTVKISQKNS
Tau ThT inhib: blocks human tau fibril formation measured by thioflavin T | recombinant tau K18 P301L, heparin-induced fibrillization, ThT fluorescence | Potency, µM (top dose mostly 57.4 µM), for inactives: at the top dose activity, negative = inhibition, actives largely listed as inhibitors | 2.1% of 270,000 active | AID 1460; further: on the % scale 0 is the no-effect control and ±100 the full control effect; nearly all actives have a fitted effect of over 55% in size
Target sequence (P10636 561-689 P618L limits assumed): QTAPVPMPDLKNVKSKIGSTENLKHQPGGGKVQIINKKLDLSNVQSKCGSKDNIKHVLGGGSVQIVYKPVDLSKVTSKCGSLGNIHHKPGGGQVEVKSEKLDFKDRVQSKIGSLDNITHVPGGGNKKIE
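Heparin-induced fibrillization of the P301L-mutant K18 repeat-domain fragment of human tau was followed by ThT binding in quantitative high-throughput format.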
Tau FP inhib: blocks human tau fibril formation measured by polarization. P10636. K18 P301L tau heparin fibrillization, Alexa594 FP, 6 h. 0.39% of 280,000 active. Potency, µM (top dose mostly 57.7 µM), for the others: top-dose activity, negative = inhibition, most hits filed as inhibitors; further: on the % scale 0 is the no-effect control and ±100 the full control effect; nearly all actives have a fitted effect of over 55% in size
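Heparin (20 uM) drove fibril formation of recombinant tau K18 P301L, 15 uM unlabeled with 0.24 uM Alexa 594 label, for 6 hr at 37 C in 100 mM sodium acetate pH 7. Fluorescence polarization (555/632 nm) read 1 hr after 30 uM ThT.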
JMJD2E inh: inhibitors of human JMJD2E histone demethylase | 1.6% of 230,000 active | AID 2147 | Potency, µM (series often up to 57.1 µM), inactives show at the top dose activity change, negative = inhibition, actives largely listed as inhibitors | JMJD2E catalytic domain, FDH-coupled NADH fluorescence (FDH is formaldehyde dehydrogenase) | B2RXH2; active means well fitted inhibition curve with a large enough effect, not every such curve was filed as active; inconclusive means small, poorly fitted or top-dose-only effect, or another doubt; inactive means no such curve, though single readings can be large or run the other way;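 further: 0% = wells with enzyme and -100% = buffer wells without enzyme; nearly all actives have a fitted effect of over 50% in size; many of its hits are not listed in these tables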
Target sequence (B2RXH2 1-337 limits assumed): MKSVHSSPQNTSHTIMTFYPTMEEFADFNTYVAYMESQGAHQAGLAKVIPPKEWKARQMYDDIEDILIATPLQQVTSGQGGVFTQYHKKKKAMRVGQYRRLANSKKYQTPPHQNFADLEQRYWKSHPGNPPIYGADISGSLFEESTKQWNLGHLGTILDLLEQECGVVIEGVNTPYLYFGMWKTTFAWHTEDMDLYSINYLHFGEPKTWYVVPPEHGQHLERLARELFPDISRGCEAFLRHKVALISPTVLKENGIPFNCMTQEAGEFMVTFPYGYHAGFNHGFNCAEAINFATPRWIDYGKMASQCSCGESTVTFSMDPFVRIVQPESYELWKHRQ
HTT ATP protect: cytoprotection in Huntington HTT-Q103 PC12 cell model. PC12 HTT-Q103 induced, cytoprotection, ATP luminescence, 40 h. Potency, µM (doses to about 56.4 µM), inactives show cytoprotection (ATP increase), most hits filed as activators. 0.14% of 230,000 active;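 further: % of control where 0% means no effect; nearly all actives have a fitted effect of over 45% in size; toxic huntingtin expression switched on by the ecdysone agonist tebufenozide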
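Quantitative HTS on tebufenozide-induced (100 nM) PC12 cells expressing HTTQ103 exon 1–GFP; compounds tested as a concentration series; survival measured via cellular ATP.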
Tau fluor counter: counter-screen for tau fibril formation inhibitors; 0.93% of 280,000 active; tau K18 P301L (four-repeat tau fragment) Alexa594 fluorescence, heparin fibrillization; Potency, µM (titrated, usually from 57.7 µM), inactives show top-dose activity change, negative = decrease; further: on the % scale 0 is the no-effect control and ±100 the full control effect; nearly all actives have a fitted effect of over 55% in size
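Human K18 P301L tau (15 uM unlabeled plus 0.24 uM Alexa 594-labeled, final) in 100 mM sodium acetate pH 7 was mixed with compound and 20 uM heparin and incubated 6 hr at 37 C.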
HTT aggregate: reduces HttQ103-GFP aggregates in PC12 cells; 1.1% of 220,000 active; Potency, µM (doses to about 46.1 µM), for the others: at the highest dose activity change, negative = inhibition, actives largely listed as inhibitors; PC12 HttQ103-GFP aggregates, Acumen cytometry, 40 h; AID 1688; further: on the % scale 0 is the no-effect control and ±100 the full control effect; nearly all actives have a fitted effect of over 60% in size
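Huntingtin Q103 exon 1–GFP aggregates in induced PC12 cells (100 nM tebufenozide) were quantified by cytometry from lysates, with compounds dosed in titration.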
* hit, by the source's call; ? = inconclusive; . = no result given; & = joins results of further samples; [ ] = another dose, or the depositor's remark. Unless noted, the call rests on the fitted dose curve; in most records, active means well fitted curve in the direction sought with a large enough effect; inconclusive means small, poorly fitted or top-dose-only effect, or another doubt; inactive means no such curve, though single readings can be large; an effect the other way counts as inactive or inconclusive. Potency means the concentration at half of the fitted maximal effect.

SMILES | SMN2 splice up | ALDH1A1 inh | Tau ThT inhib | Tau FP inhib | JMJD2E inh | HTT ATP protect | Tau fluor counter | HTT aggregate
CCOP(=O)(/C(C#N)=C(\C)O)c1ccccc1 (configuration not stated) | 5.8% | ? | -0.5% | 3.7% | -9.9% | -27.0% | 2.0% | 8.2%
Cc1cccn2c(=O)c3c(nc12)N1CCC(Cc2ccccc2)CC1C1(C3)C(=O)N(C)C(=O)N(C)C1=O (configuration not stated) | . | ? | -14.6% | 8.2% | ? | 3.5%[0.074 µM] | -3.2% | ?
COc1ccc2c(c1O)[C@]13CCN(C)[C@H](C2)[C@@H]1CCC(=O)C3 | . | . | -8.2% | -0.4% | -3.8% | 12.1%[10 µM] | -4.8% | -0.9%[9.22 µM]
O[C@@H](Cc1ccncc1)C(Cl)(Cl)Cl | . | 9.7% | -4.9% | 0.7% | 0.2% | -3.5% | -8.5% | .
c1ccc(C2OCCN3CCCCC23)cc1 (configuration not stated) | 4.0% | 6.7% | 5.9% | 4.1% | -1.6% | . | 8.7% | 1.8%
CN(CCc1ccccn1)Cc1ccc(Cl)cc1 | 7.7% | -3.1% | 8.3% | 3.1% | ? | -10.5% | 4.3% | 22.9%
C[C@H](NC(=O)[C@@H](N)Cc1ccc(O)cc1)C(=O)N[C@@H](Cc1ccccc1)C(=O)N[C@@H](Cc1ccccc1)C(N)=O | -4.2% | -7.1% | 5.8% | -4.5% | . | -19.0% | 3.7% | .
COc1ccc(OCC(=O)N2CCN(Cc3ccc(SC)cc3)CC2)cc1 | -47.5%[inhibitor] | 1.8% | -2.0%&-13.2% | -14.0%[2.34 µM] | 4.8% | -1.5%[10 µM] | -14.6%&-13.0% | -23.7%[9.22 µM]
CC1CCC(NCC(O)c2ccccc2)CC1 (configuration not stated) | -1.7% | -4.8% | -9.9% | -0.3% | 0.8% | 3.2% | -5.8% | 16.2%[1.84 µM]
CN(C)CCO | . | 0.9% | ? | 0.5% | . | -27.7% | -22.2% | .
COc1ccccc1N1CCN(Cc2cccc(OC)c2O)CC1 | -21.3% | 3.0% | -5.6% | -0.3% | -8.3% | 9.9%[0.074 µM] | 0.7% | 13.7%
CC1=C(C(=O)O)N2C(=O)C(NC(=O)Cc3ccccc3)C2SC1 (configuration not stated) | . | . | . | -4.4% | 0.2% | -18.4%[10 µM] | 2.3% | -8.0%[9.22 µM]
CCN(CC)CCOC(=O)c1ccc(N=Cc2c(O)[nH]c(=O)[nH]c2=O)cc1 | 0.5% | -2.5% | ? | -7.3% | -6.4% | -1.0% | -15.3% | -5.8%
Cc1cc(C(=O)NP(=O)(N2CCOCC2)N2CCOCC2)c(C)n1C1CC1 | 19.9% | ? | -3.0% | 0.1% | 1.6% | 7.2% | -3.8% | 7.4%
CN1C2CCC1CC(=NO)C2 | 11.6% | -1.7% | -10.6% | -10.5% | 8.9% | -25.0% | -5.0% | -8.6%
Nc1c(C(=O)Nc2ccc(F)c(Cl)c2)sc2nc3c(cc12)N1CCC3CC1 | -44.6%[inhibitor] | . | ? | 17.4% | . | . | ? | .
Cc1ccc(C=C2C(Cl)=C(Cl)C(Cl)=C2Cl)cc1 | . | . | 15.8µM* | ? | -15.3% | 35.0%[10 µM] | ? | 6.9%[9.22 µM]
CCCCn1c(O)c(C(C)=NCc2cc(OC)cc(OC)c2)c(=O)[nH]c1=O | -10.2% | -8.9% | -19.4% | 1.1% | -10.9% | -45.4%[inhibitor] | -8.8% | -5.1%
C[C@@H](CO)NC(=O)[C@@H]1C=C2c3cccc4[nH]cc(c34)C[C@H]2N(C)C1 | . | ? | ? | ? | ? | 16.6%[1.9 µM] | ? | .
COc1cccc(C(=O)C2CN(C)CC2c2ccc(Cl)cc2)c1 (configuration not stated) | -21.2% | 2.6% | 1.8% | -5.5% | -11.9% | -57.4% | 0.5% | -5.4%[9.22 µM]
N#Cc1cc2c(nc1SCC(=O)Nc1ccc(F)c(Cl)c1)C1CCN2CC1 | 8.0% | . | -4.6% | 1.5% | . | . | -8.4% | .
Cc1c(Cc2ccccc2)c(=O)oc2cc(OCc3ccc(C(=O)O)cc3)ccc12 | 0.2% | ? | -7.6% | 1.8% | ? | -28.8% | 0.3% | 22.5%
O=[N+]([O-])c1cc2c(cc1CNCCc1ccc3c(c1)OCO3)OCO2 | 0.5% | 28.2µM* | -8.0% | 4.0% | 1.0% | 1.8%[10 µM] | -7.0% | 3.4%
COc1ccc(C(=O)C2CCCN(Cc3cnc(C)s3)C2)c(OC)c1 (configuration not stated) | . | -2.6% | -14.0% | 6.9%[2.34 µM] | -3.9% | 3.6%[10 µM] | -13.1% | -8.8%[9.22 µM]
CC1CCN2c3nc4ccccn4c(=O)c3CC3(C(=O)N(C)C(=O)N(C)C3=O)C2C1 (configuration not stated) | 3.2% | 3.7% | -13.8% | -7.6% | -28.7% | -6.2%[10 µM] | -11.0% | 18.2%
Nc1c(C(=O)NCc2ccco2)c2nc3ccccc3nc2n1CCN1CCOCC1 | -16.7% | ? | ? | 5.4% | ? | -21.8% | ? | 0.9%
CCOCCCNC(=O)CN1C2CCC1CC(O)(c1ccc(OC)cc1)C2 (configuration not stated) | 4.4% | 5.7% | -2.1% | 0.2% | -2.9% | 7.7%[10 µM] | 1.0% | -10.3%
CCCCCCCSc1cc(OC)c(CCN(C)C)cc1OC | -3.4% | 2.2% | ? | 4.9% | -13.9% | -116.7%[inhibitor] | -14.4% | 10µM*
CCCCCn1c(=O)c(C(=O)Nc2nc3ccccc3[nH]2)c(O)c2ccccc21 | . | . | -15.4% | 1.7% | -0.5% | 15.2%[10 µM] | -15.3% | -27.2%[9.22 µM]
Oc1ccc(/C=N/NP(=S)(c2ccccc2)c2ccccc2)c(O)c1O | 24.8% | 11.2µM* | 25.1µM* | ? | 14.1µM* | 11.1% | ? | 14.3%
CCOP(=S)(OCC)Oc1cc(C)oc(=O)c1 | . | 7.94µM* | ? | ? | ? | 33.0%[10 µM] | -1.7% | 4.8%[9.22 µM]
O=[N+]([O-])c1ccc(N2CCCNCC2)c2ncccc12 | . | 2.5% | ? | 0.8% | 3.1% | 0.1%[10 µM] | -3.6% | -22.1%[9.22 µM]
C[C@]12CCC(=O)C=C1CC[C@@H]1[C@@H]2CC[C@]2(C)C(=O)CC[C@@H]12 | -45.6%&-26.5%&-6.5%&6.6%[inhibitor] | -11.0%&-4.6%&-5.4%&-14.3% | -3.2%&-3.8%&-2.3% | -1.2%&-6.7%&3.4% | 9.2%&0.8% | -5.9%&2.7%&-19.3%&-39.9% | -1.1%&-13.1%&-4.8% | -10.0%&13.2%
COc1ccc(N2C(=O)NC(=O)/C(=C/c3ccc4c(c3)Cc3ccccc3-4)C2=O)cc1 | -15.9% | ? | ? | ? | ? | -12.4% | -18.9% | -6.2%
Cn1c(O)c(C(=O)c2ccccc2Cl)c(=O)n(C)c1=O | 0.0% | 0.1% | 0.6% | 0.1% | -8.6% | -14.4% | -1.4% | 2.2%
CCCCN1C(=O)/C(=C\c2ccco2)C(=O)N(CCc2ccccc2)C1=O | 6.6% | 3.3% | ? | 0.9% | -5.7% | -11.7% | -9.3% | 3.6%
CCN(CC)C(=O)c1ccc2c(c1)C1C(Cl)C(Sc3ccccc3[N+](=O)[O-])CC1C(C(=O)O)N2 (configuration not stated) | . | 25.1µM* | ? | ? | ? | 20.6%[10 µM] | ? | 20.1%[9.22 µM]
COC(=O)[C@@]1(Cc2ccc(F)cc2)[C@H]2c3cc(C(=O)N(C)C)[nH]c3C[C@H]2CN1C(=O)c1ccccc1 | -31.7%&-11.6%[inhibitor] | -5.3%&-15.1% | ? | -1.3%&10.5% | 4.3%&-4.4% | -31.2%[inhibitor] | -6.1%&5.3% | 15.4%
CCCCn1c(N)c(C(=O)OCC2CCCO2)c2nc3ccccc3nc21 (configuration not stated) | ? | ? | ? | -7.1% | ? | -38.2% | -22.8% | -12.1%
OC(c1ccc(F)cc1)(c1ccc(F)cc1)[C@@H]1CCCN1 | -11.9% | 2.2% | -12.3% | -8.2% | 7.0% | 3.8% | -15.6% | -8.4%
CCCN1[C@H](C(=O)OC)C[C@@H]2CC[C@@H](O)C[C@@H]21 | -3.5% | 0.0% | ? | 4.9% | -19.4% | 2.7% | -22.1% | .
CCCCC(=O)N/N=C/c1c(O)n(CCc2ccccc2)c(=O)[nH]c1=O | . | . | -13.2% | 6.4% | ? | -18.6%[10 µM] | -8.7% | -2.0%[9.22 µM]
O=C1CCCN1CC#CCN1CCCC1 | 7.4%&9.1%&-18.7% | 3.9%&1.3%&3.2%&-1.2% | -4.3%&1.3%&-0.7%&0.3%&-3.5% | -0.9%&1.9%&1.9%&0.1%&-2.1% | -7.0%&-22.5%&-1.8%&2.0% | 26.3% | -4.9%&0.2%&-2.7%&3.1%&-3.2% | 4.1%[9.22 µM]
O=C1NC(=S)NC(=O)C1C/C=C/c1ccccc1 | 18.0% | 28.2µM* | ? | ? | -6.3% | -23.2% | -19.3% | 17.4%[9.22 µM]
CCOC(=O)c1cc(C)n(CCc2cnc[nH]2)c1C | 2.6% | -6.7% | 4.3% | -1.4% | 1.0% | -7.5% | 6.5% | 9.2%[9.22 µM]
CCCCn1c(O)c(/C=C2/C=CC=N2)c(=O)[nH]c1=O | . | . | -9.3% | 2.5% | 2.5% | 6.3%[10 µM] | -7.2% | 2.3%[9.22 µM]
NC(=S)c1cn(C2OC(CO)C(O)C2O)c2ncnc(N)c12 (configuration not stated) | . | 7.94µM* | ? | -7.0% | 0.3% | -89.4%[inhibitor][10 µM] | -13.4% | 2.82µM*
O=C1NC(=O)c2c1c1c3ccccc3[nH]c1c1[nH]c3ccccc3c21 | . | -3.9% | ? | -8.6% | . | -97.4%[inhibitor] | 14.1µM*[quencher] | .
O=C(/C=C/c1ccc2c(c1)OCO2)c1c(O)n(CCc2ccccc2)c(=O)[nH]c1=O | . | . | . | -0.3% | -0.1% | 20.3%[10 µM] | -11.1% | 1.4%[9.22 µM]

Compound activity: PubChem BioAssay, National Center for Advancing Translational Sciences (NCATS)

Not all compounds are listed, so the mix of outcomes need not match the whole.
